# From PubChem
# LDHA inh: blocks human lactate dehydrogenase A. P00338. purified LDHA, NADH/diaphorase-resazurin fluorescence; active compounds read low. activity change, % (values are at about 110 or 230 µM). hit rate 0.15% among 480,000; in the data active = activity change below about -30%; inconclusive = mostly about -25% to -30%;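 note: plate controls were DMSO wells for no effect and wells without enzyme for full effect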
#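 Resorufin fluorescence (ex540/em590), read at 0 and 20 min after diaphorase/resazurin addition, reports the NADH left after a 5 min room-temperature reaction of 2 nM human LDH5 with 0.06 mM NADH and 0.2 mM pyruvate.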
# TrxR1 substrate: is turned over as a substrate by rat TrxR1; purified TrxR1 substrate turnover, NADPH consumption readout; Potency, µM (titrated, usually from 114 µM), inactives show at the highest dose activity change, negative = substrate turnover; hit rate 0.01% among 390,000; AID 588456; note: potency is the fitted concentration of half-maximal effect; % is set by controls: 0 for no effect and ±100 for the full control effect; nearly all actives have a fitted effect of over 50% in size
# Target sequence (O89049 whole entry, looked up): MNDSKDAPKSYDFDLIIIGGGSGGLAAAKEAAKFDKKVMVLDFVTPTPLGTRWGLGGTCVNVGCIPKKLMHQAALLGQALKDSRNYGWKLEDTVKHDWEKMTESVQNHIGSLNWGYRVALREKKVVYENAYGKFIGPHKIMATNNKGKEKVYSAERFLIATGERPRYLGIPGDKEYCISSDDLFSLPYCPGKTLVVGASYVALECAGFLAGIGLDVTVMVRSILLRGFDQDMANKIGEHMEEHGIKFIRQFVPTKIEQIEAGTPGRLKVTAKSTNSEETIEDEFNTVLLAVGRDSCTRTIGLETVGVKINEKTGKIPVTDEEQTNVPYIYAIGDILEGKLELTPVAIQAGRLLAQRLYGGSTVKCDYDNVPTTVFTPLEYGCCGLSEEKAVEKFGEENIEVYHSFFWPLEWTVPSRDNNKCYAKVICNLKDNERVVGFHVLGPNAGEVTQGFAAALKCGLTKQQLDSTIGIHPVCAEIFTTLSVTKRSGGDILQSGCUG
#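 Rat TrxR1, dispensed at 90 nM, was prereduced with 400 uM NADPH (final) for 5 min at ~22 deg C, then incubated with compound 15 min before 400 uM selenite. A first-read NADPH fluorescence drop versus no-compound background flagged substrates.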
# RGS4 inh: inhibitors of human regulator of G protein signaling 4; AID 504845; P49798; Transcreener GDP fluorescence polarization, RGS4-accelerated GTP hydrolysis; hit rate 0.039% among 390,000; Potency, µM (series often up to 114 µM), inactives show at the highest dose activity change, negative = inhibition, hits mostly inhibitors; note: potency is the fitted concentration of half-maximal effect; % is set by controls: 0 for no effect and ±100 for the full control effect; nearly all actives have a fitted effect of over 75% in size; some results filed as inactive show a strong effect at the top dose
# Target sequence (P49798 whole entry, looked up): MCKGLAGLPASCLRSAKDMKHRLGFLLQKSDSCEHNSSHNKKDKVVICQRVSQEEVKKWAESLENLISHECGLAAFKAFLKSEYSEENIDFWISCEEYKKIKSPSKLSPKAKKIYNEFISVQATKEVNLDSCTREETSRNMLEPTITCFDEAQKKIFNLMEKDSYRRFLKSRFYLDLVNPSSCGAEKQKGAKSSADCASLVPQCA
#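 MLSMR compounds (23 nl, pin-transferred) preincubated 10 min at room temperature with a 500nM (2x) first reagent, then RGS4 at 900nM (2x) plus Transcreener GDP mix added; fluorescence polarization (620/688 nm) read before and after 90 min at 30 °C.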
# Vif-APOBEC3G blk: inhibitors of Vif-APOBEC3G interaction; hit rate 0.076% among 410,000; AID 602310; HeLa A3G-eYFP + Vif (tagged APOBEC3G with the HIV-1 protein that degrades it), YFP fluorescence, overnight; Potency, µM (highest dose often 46.1 µM), inactives show top-dose activity, negative = active, actives largely listed as inhibitors; Q9HC16;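 note: potency is the fitted concentration of half-maximal effect; % is set by controls: 0 for no effect and ±100 for the full control effect; nearly all actives have a fitted effect of over 60% in size; hits raise eYFP signal because A3G escapes Vif-driven loss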
#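 HeLa cells stably expressing Vif and C-terminally eYFP-tagged A3G, seeded overnight at 37 deg C, then exposed to compound by pintool overnight at 37 deg C. Rise in yellow fluorescence (Ex 488/Em 500-530, Acumen) marks blocked Vif-driven A3G degradation.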
# Glioma ERSR ind: inducers of ER stress response in human glioma cells; hit rate 0.02% among 420,000; Potency, µM, for the others: top-dose activation, hits mostly activators; U87-MG GRP78 promoter luciferase reporter, 16 h; note: potency is the fitted concentration of half-maximal effect; series mostly up to about 76 µM; % of control where 0% means no effect; nearly all actives have a fitted effect of over 35% in size
#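 ERSR induction read as luciferase luminescence (Bright-Glo, 10 min at room temperature) in stably transfected human U87-MG glioma cells exposed to compounds for 16 h, using GRP78 as sensor.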
# rTrxR1 inhibitor: rat TrxR1 inhibition | recombinant rTrxR1, NADPH fluorescence consumption, selenite substrate | Potency, µM (top dose mostly 114 µM), inactives show at the highest dose activity change, negative = inhibition, usual class: inhibitors | hit rate 1% among 390,000 | AID 588453; note: potency is the fitted concentration of half-maximal effect; % is set by controls: 0 for no effect and ±100 for the full control effect; nearly all actives have a fitted effect of over 65% in size
#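 Rat TrxR1 (90 nM in the dispensed reagent) was pre-reduced with 400 uM NADPH for 5 min at room temperature, then incubated with compound for 15 min. After 400 uM selenite was added, NADPH fluorescence (Ex 340/Em 450 nm) was followed for 8 min.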
# Vif-A3F inh: blocks the Vif interaction with APOBEC3F. HeLa A3F-eYFP + Vif (tagged APOBEC3F with the HIV-1 protein that degrades it), YFP fluorescence increase. Potency, µM (highest dose often 46.1 µM), without a hit: at the highest dose activity, negative = active. hit rate 0.2% among 390,000; note: potency is the fitted concentration of half-maximal effect; % of control where 0% means no effect; nearly all actives have a fitted effect of over 65% in size
#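 HeLa cells stably expressing Vif plus C-terminally eYFP-tagged A3F were seeded, incubated overnight at 37 deg C, dosed with compound, incubated overnight again at 37 deg C. Yellow fluorescence (Ex 488/Em 500-530) reported blocked Vif-mediated A3F-eYFP degradation.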
# USP1-UAF1 inh: inhibitors of human USP1/UAF1 deubiquitinase; O94782; recombinant USP1/UAF1, Ub-Rhodamine cleavage fluorescence; Potency, µM (top dose mostly 57.1 µM), inactives show at the highest dose activity change, negative = inhibition, most hits filed as inhibitors; hit rate 0.23% among 390,000; AID 743255; note: potency is the fitted concentration of half-maximal effect; % is set by controls: 0 for no effect and ±100 for the full control effect; nearly all actives have a fitted effect of over 60% in size; inactives centre near -12
#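 High-throughput fluorogenic screen: 1nM USP1/UAF1 complex, Ub-Rho substrate 150nM final, 50mM HEPES pH 7.8 with 0.5mM EDTA, 0.1 mg/ml BSA, 1mM TCEP and 0.01% Tween-20.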
# IDH1 R132H inh: human IDH1 R132H inhibition; Potency, µM (highest dose often 76.6 µM), inactives show top-dose activity change, negative = inhibition, most hits filed as inhibitors; hit rate 0.093% among 390,000; AID 602179; IDH1-R132H enzyme, NADPH consumption, diaphorase/resazurin fluorescence; note: potency is the fitted concentration of half-maximal effect; % is set by controls: 0 for no effect and ±100 for the full control effect; nearly all actives have a fitted effect of over 65% in size
# Target sequence (O75874 whole entry R132H, stated change not applied): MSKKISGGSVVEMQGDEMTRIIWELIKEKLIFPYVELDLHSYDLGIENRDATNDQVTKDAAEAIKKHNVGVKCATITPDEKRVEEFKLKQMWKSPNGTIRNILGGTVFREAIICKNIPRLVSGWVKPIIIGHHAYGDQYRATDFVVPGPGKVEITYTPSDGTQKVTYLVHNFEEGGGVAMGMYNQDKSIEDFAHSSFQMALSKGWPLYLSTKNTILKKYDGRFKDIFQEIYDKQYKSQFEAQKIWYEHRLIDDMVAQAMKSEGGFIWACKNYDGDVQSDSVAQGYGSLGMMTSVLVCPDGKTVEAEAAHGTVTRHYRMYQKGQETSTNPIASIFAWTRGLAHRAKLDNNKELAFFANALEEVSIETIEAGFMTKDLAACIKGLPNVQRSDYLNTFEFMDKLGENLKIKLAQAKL
#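 IDH1-R132H (0.5 ug/mL dispensed) in pH 7.5 Tris buffer was preincubated 30 min with compound, then given a substrate mix of 0.016 mM NADPH and 2 mM alpha-KG for 80 min at room temperature; remaining NADPH was read by diaphorase/resazurin fluorescence.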
# * marks the source's active call; other numbers are inactive results; u = inconclusive; x = no result given; & = joins results of further samples; [ ] = remark or other dose. Unless noted, calls come from the whole dose curve; as a rule, active = well fitted curve in the direction sought with a large enough effect; inconclusive = small, poorly fitted or top-dose-only effect, or another doubt; inactive = no such curve, though single readings can be large; an effect the other way counts as inactive or inconclusive. A portion of the library. The share of hits here may be higher or lower than overall.
cpd | SMILES | LDHA inh | TrxR1 substrate | RGS4 inh | Vif-APOBEC3G blk | Glioma ERSR ind | rTrxR1 inhibitor | Vif-A3F inh | USP1-UAF1 inh | IDH1 R132H inh
1 | Cc1c(C)n2c(SCC(=O)Nc3ccc4c(c3)OCCO4)nnc2[nH]c1=O | -11 | 7%[57.1 µM] | -2% | -3% | -2% | 19%[57.1 µM] | 13% | -5% | -1%
2 | OCC[C@@H]1C[C@H](O)[C@@H](O)[C@]2(OCCc3cc(C(F)(F)F)ccc32)O1 | -1 | x | x | -2% | -5% | x | -11% | -15% | -10%
3 | O=C(OCc1cn([C@@H]2CN(C(=O)C3CCCCC3)[C@@H](c3ccc(Cl)cc3)C[C@H]2O)nn1)c1ccccc1 | -35* | x | x | 3% | -2% | x | -2% | -26% | -13%
4 | Fc1ccccc1/C=N/n1c(COc2ccccc2)n[nH]c1=S | -3 | 12%[57.1 µM] | -47% | 5% | -2% | -17%[57.1 µM] | -46% | -24% | 13%
5 | COc1ccc(CN(Cc2cc3cc(OC)c(OC)cc3[nH]c2=O)C(=O)NC2CCCCC2)cc1 | -10 | 38%[activator] | -2% | 0% | -2% | 72%[activator] | 11% | -14% | 4%
6 | O=C1CC(N2CCC(C(=O)N3CCCCC3)CC2)C(=O)N1 (stereo unspecified) | -6 | 7%[57.1 µM] | 21% | 0% | -2% | 11%[57.1 µM] | 4% | -4% | -3%
7 | CC(=O)N1CCc2c(sc(NC(=O)CCS(=O)(=O)c3ccccc3)c2C(N)=O)C1 | 1 | 3% | 20% | -1% | -2% | -5% | -5% | -5% | -15%
8 | CCOc1ccccc1CNC(=O)CCCn1nc(C)c2sc3ccccc3c2c1=O | 1 | 51%[activator] | -36% | -9% | -4% | 63%[activator] | 0% | -12% | 15%
9 | COc1ccccc1OCCC(=O)OCC(=O)Nc1ccc(Br)cc1F | -5 | 4%[57.1 µM] | 3% | 3% | 0% | 16%[57.1 µM] | 2% | -3% | 2%
10 | Cn1nc(-c2ccc(C(=O)Nc3ccc(F)cc3)cc2)c2ccccc2c1=O | 7&-8&-12 | -6%[57.1 µM] | u | -24%&2% | -3%&5% | -6%[57.1 µM] | -12%&0% | u | 3%&-9%
11 | CC(=O)Nc1ccc(OCC(=O)NC(C)c2ccc(F)cc2)cc1 (stereo unspecified) | -6 | -12% | 14% | 1% | -4% | -11% | 2% | -10% | 3%
12 | CN1CCOc2cc(S(=O)(=O)N3CCN(c4nc(-c5cccs5)nc5ccccc45)CC3)ccc21 | -1 | 5% | -3% | x | x | 9% | x | x | x

# 4 of these compounds in a different format:
# Values run as follows: LDHA inh, TrxR1 substrate, RGS4 inh, Vif-APOBEC3G blk, Glioma ERSR ind, rTrxR1 inhibitor, Vif-A3F inh, USP1-UAF1 inh, IDH1 R132H inh
5: COc1ccc(CN(Cc2cc3cc(OC)c(OC)cc3[nH]c2=O)C(=O)NC2CCCCC2)cc1
  -10, 38%[activator], -2%, 0%, -2%, 72%[activator], 11%, -14%, 4%
6: O=C1CC(N2CCC(C(=O)N3CCCCC3)CC2)C(=O)N1 (stereo unspecified)
  -6, 7%[57.1 µM], 21%, 0%, -2%, 11%[57.1 µM], 4%, -4%, -3%
7: CC(=O)N1CCc2c(sc(NC(=O)CCS(=O)(=O)c3ccccc3)c2C(N)=O)C1
  1, 3%, 20%, -1%, -2%, -5%, -5%, -5%, -15%
8: CCOc1ccccc1CNC(=O)CCCn1nc(C)c2sc3ccccc3c2c1=O
  1, 51%[activator], -36%, -9%, -4%, 63%[activator], 0%, -12%, 15%

# The list continues.
cpd | SMILES | LDHA inh | TrxR1 substrate | RGS4 inh | Vif-APOBEC3G blk | Glioma ERSR ind | rTrxR1 inhibitor | Vif-A3F inh | USP1-UAF1 inh | IDH1 R132H inh
13 | O=C(O)C1OC(C(=O)O)C2C1C(F)(F)C2(F)F (stereo unspecified) | -1 | 9% | -17% | 2% | -2% | 9% | 2% | -12% | 3%
14 | COc1cc(OC)c(NC(=O)Cn2nc(C)n3cccc3c2=O)cc1Cl | -1 | 6% | -23% | -7% | -3% | 22% | -1% | 1% | -3%
15 | COC(=O)CSc1nccc(-c2ccc(F)cc2)c1C#N | -9 | 5%[57.1 µM] | 14% | 4% | 4% | 10%[57.1 µM] | 15% | -20% | 2%
16 | Cc1ccc(-c2cc(-c3nnc(SCC(=O)NC(C)C(C)C)n3N)c3ccccc3n2)cc1 (stereo unspecified) | -6 | 15% | -3% | 2% | 0% | 30%[activator] | -4% | -19% | 3%
17 | CC(C)(C)c1ccc(C(=O)NC(=O)CSc2n[nH]c(N)n2)cc1 | -7 | -1% | 32% | 7% | 3% | 5% | 8% | 1% | 0%
18 | CCOc1ccccc1NC(=O)COC(=O)C12CC3CC(CC(O)(C3)C1)C2 | -1 | -2% | -33% | 0% | -3% | -5% | 8% | -10% | 1%
19 | CCc1ccc(NC(=O)CS(=O)CC(=O)Nc2ccc(N3CCOCC3)cc2)cc1 (stereo unspecified) | -11 | -7% | -22% | 0% | -4% | -7% | u | -23% | 0%
20 | CC(=O)C(Sc1nc(NC(C)(C)C)nc(N(C)C)n1)C(C)=O | -4 | -1% | 7% | -5% | 0% | -4% | 4% | -21% | 9%
21 | COc1ccc(OC)c(Nc2nc(N(C)c3ccccc3)nc(N)c2[N+](=O)[O-])c1 | 0 | -14% | 1% | -6% | -6% | 40%[activator][57.1 µM] | 3% | -15% | -3%
22 | CCN1CCN(CCCNC(=O)C2CCN(c3nnc(-n4c(C)ccc4C)s3)CC2)CC1 | 0 | 10%[57.1 µM] | -9% | -1% | -4% | 2%[57.1 µM] | 2% | -19% | -10%
23 | Cc1cccc(NC(=O)CCS(=O)(=O)c2ccc3c(c2)n(C)c(=O)c(=O)n3C)c1C | -1 | 6% | -11% | -2% | -3% | -2% | -1% | -19% | -1%
24 | COCCCNC(=O)COc1ccc(Br)cc1Cl | -11 | -7% | 7% | 1% | 5% | -10% | -10% | -15% | 11%
25 | CC1CCC(C(C)C)C(OP(=O)(c2ccccc2)C(O)c2ccncc2)C1 (stereo unspecified) | -2 | 8% | 0% | -2% | -5% | 19% | -2% | -18% | 5%
26 | CC(=O)N[C@H]1C[C@@H]1c1ccccc1 | -10 | 11%[57.1 µM] | 21% | 0% | -6% | 11%[57.1 µM] | 0% | -21% | 4%
27 | Cc1ccc(N2C(=O)CSC2c2ccc3c(c2)OCO3)cc1 (stereo unspecified) | -1 | -2% | -9% | -6% | 0% | -4% | 1% | -5% | 0%
28 | O=C(O)c1ccc(N2CC3CC(C2)c2cccc(=O)n2C3)c(NS(=O)(=O)c2cccc(C(F)(F)F)c2)c1 (stereo unspecified) | 0 | 4% | -29% | -8% | 0% | 13% | 4% | -21% | 0%
29 | CCCC(=O)Nc1ccc(C(=O)NNC(=O)c2cccs2)cc1 | -4 | 8%[57.1 µM] | -9% | 0% | -3% | 22% | -1% | 0% | 3%
30 | Cc1ccc(C2=Nc3ccccc3N(CC(=O)Nc3ccccc3F)C(=O)C2)cc1C | 1 | 0%[57.1 µM] | -6% | -2% | 1% | 16%[57.1 µM] | -4% | -11% | 7%
31 | COc1ccccc1CN1CCN(C(=O)c2cccc3ccccc23)CC1 | -19 | 0% | 2% | -1% | -6% | 12% | 4% | -28% | 1%
32 | Cc1noc(/C=C/N(C)C)c1S(=O)(=O)N1CCCC(C(=O)NC2CCCCC2C)C1 (stereo unspecified) | -3 | -1%[57.1 µM] | -10% | 0% | -3% | -1%[57.1 µM] | 1% | -21% | 19%
33 | Cc1ccc(C(=O)NCC(c2cccs2)N(C)C)cc1S(=O)(=O)N1CCOCC1 (stereo unspecified) | -5 | 4% | 16% | 0% | 6% | 16% | -13% | -23% | -1%
34 | CCOC(=O)C1CCCN(c2c(N3CCN(C)CC3)c(=O)c2=O)C1 (stereo unspecified) | -1 | -17% | 14% | -1% | -1% | -17% | 1% | -10% | -8%
35 | Cc1cccc(OCc2n[nH]c(=S)o2)c1 | -6 | 0% | -15% | -1% | -2% | -1% | 5% | -15% | 5%
36 | Nc1c(Br)cc(/C=C2\C=Cc3ccccc32)cc1Br | 1 | 4%[0.0914 µM] | x | -9% | 4% | -8% | x | x | x
37 | CCN(CC)c1c([N+](=O)[O-])c(=O)sc2ccccc12 | -8 | 1% | 11% | 3% | -1% | 25% | -6% | -23% | -6%
38 | COc1ccccc1CNC(=O)CC1Sc2ccccc2NC1=O (stereo unspecified) | -6 | 5%[57.1 µM] | -27% | 0% | -6% | 17%[57.1 µM] | 5% | -16% | -4%
39 | C=C(C)C(=O)Nc1cccc(C2=NOC3(C2)C[C@@H](C(N)=O)N(C(=O)C2(C)CC2)C3)c1 (stereo partly specified) | -1 | 3% | u | -8% | -1% | 7% | 5% | 31%[activator] | 19%
40 | Cc1ccc(N(Cc2ccccc2)C(=O)c2cccc(F)c2)cc1 | 3 | 1% | 1% | -6% | 5% | 19% | 4% | -28% | 0%
41 | O=C(CSc1ccc(S(=O)(=O)N2CCCCC2)cn1)Nc1ccccc1Br | -1 | -2% | -11% | -17% | 7% | -3% | 2% | -12% | -2%
42 | O=C(CC1SCCNC1=O)Nc1cccc(C(F)(F)F)c1 (stereo unspecified) | -4 | -10% | 44% | -1% | 9% | -24% | 4% | -2% | 2%
